# PERK inhibitor – inhibitors of human PERK kinase | inhibition, % at 5.6 µM | Q9NZJ5 | CHO PERK-DD fusion, SEAP luminescence translation reporter | hit rate 0.17% among 220,000;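 active = inhibition above the mean inhibition of all tested compounds plus 3 SD, set separately per screening campaign, cut at about 2.9% in these data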;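 note: PERK kinase domain activated by AP20187 dimerizer at 100 nM; 0% = DMSO with dimerizer and 100% = rapamycin at 8.4 µM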
# S1P4 ag – human S1P4 receptor agonism | O95977 | S1P4-expressing cell line, agonist reporter assay | activation, % at 4.98 µM | hit rate 0.35% among 220,000; in the data active = activation above about 11%;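 note: 0% = DMSO vehicle and 100% = reference agonist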
# NPY-Y2 PAM-ag – human NPY-Y2 potentiation or agonism, primary screen; cells expressing NPY-Y2, potentiator/agonist read-out; activation, % at 3.6 µM; hit rate 0.45% among 220,000; AID 1359; in the data active = activation above about 27%;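 note: cells stimulated with NPY near EC25 plus isoproterenol at EC100; 0% = vehicle plus submaximal agonist and 100% = vehicle plus saturating agonist; some results beyond the cut were filed as inactive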
# Ba/F3 V617F tox – loss of viability in JAK2V617F-driven Ba/F3 cells. Ba/F3 EpoR-JAK2V617F viability, ATP luminescence. inhibition, % at 5.6 µM. hit rate 1.1% among 220,000. AID 1446;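 active = inhibition above the campaign mean plus 3 SD over all tested compounds, cut at about 24% in these data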;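 note: cytokine-independent growth of Ba/F3 cells driven by EpoR plus mutant JAK2; 0% = DMSO-treated cells and 100% = JAK inhibitor I control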
# eIF4E-4G inh – inhibitors of eIF4E and eIF4G interaction in translation initiation; P63073+Q04637; TR-FRET eIF4E-eIF4GI(517-606) binding, 2 h; inhibition, % at 21.7 µM; hit rate 0.37% among 220,000;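 active = inhibition above about 30%, limit read from the data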;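 note: 0% = full FRET control wells and 100% = background wells lacking eIF4GI fragment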
# Target sequence (P63073 whole entry, looked up, the tested form may be a part): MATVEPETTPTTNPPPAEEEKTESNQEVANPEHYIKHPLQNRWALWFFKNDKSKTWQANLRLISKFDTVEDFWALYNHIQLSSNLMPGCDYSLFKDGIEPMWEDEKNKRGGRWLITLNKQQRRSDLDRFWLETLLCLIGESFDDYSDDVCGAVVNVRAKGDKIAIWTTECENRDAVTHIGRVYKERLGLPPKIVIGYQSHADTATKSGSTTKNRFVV
# Target sequence (Q04637 whole entry, looked up, the tested form may be a part): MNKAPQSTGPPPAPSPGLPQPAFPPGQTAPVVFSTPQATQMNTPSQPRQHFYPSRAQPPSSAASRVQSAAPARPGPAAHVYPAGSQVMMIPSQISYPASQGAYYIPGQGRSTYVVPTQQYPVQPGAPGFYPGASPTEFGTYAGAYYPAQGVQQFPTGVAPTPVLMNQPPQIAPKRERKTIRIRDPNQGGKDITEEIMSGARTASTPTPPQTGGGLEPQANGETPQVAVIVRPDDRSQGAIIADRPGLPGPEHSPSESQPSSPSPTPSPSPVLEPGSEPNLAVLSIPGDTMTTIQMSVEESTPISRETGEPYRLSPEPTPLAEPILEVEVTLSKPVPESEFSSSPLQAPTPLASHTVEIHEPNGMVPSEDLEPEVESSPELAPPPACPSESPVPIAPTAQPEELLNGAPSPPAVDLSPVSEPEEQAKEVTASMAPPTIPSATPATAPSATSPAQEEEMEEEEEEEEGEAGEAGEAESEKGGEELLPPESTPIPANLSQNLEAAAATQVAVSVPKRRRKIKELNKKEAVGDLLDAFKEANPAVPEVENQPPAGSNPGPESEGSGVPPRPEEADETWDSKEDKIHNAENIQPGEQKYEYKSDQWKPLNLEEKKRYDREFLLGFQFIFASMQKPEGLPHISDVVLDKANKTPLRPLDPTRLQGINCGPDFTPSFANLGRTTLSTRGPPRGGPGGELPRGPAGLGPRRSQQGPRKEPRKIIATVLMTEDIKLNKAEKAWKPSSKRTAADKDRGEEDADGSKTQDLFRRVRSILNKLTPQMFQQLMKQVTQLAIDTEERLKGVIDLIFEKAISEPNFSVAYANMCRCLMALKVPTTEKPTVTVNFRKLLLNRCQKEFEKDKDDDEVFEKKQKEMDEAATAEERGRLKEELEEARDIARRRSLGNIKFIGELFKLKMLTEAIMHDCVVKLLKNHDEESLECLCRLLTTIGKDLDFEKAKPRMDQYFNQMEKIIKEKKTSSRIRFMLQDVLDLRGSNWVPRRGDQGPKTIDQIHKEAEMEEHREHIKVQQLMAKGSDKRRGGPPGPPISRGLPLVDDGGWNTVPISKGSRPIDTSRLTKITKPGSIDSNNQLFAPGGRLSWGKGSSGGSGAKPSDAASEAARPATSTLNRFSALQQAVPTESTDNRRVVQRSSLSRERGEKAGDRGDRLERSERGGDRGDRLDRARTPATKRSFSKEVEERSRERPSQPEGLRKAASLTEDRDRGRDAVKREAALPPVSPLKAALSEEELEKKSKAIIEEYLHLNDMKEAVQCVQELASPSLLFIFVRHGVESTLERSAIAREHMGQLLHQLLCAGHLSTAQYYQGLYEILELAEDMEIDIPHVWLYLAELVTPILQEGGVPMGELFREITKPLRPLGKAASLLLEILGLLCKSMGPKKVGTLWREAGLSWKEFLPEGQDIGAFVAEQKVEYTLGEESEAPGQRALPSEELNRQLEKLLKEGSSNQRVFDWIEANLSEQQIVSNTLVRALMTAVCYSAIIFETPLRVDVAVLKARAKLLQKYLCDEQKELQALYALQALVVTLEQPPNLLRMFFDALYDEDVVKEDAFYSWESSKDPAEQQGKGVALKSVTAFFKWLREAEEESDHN
# BaF3 parental – counter-screen for JAK2V617F inhibitors: parental Ba/F3 viability inhibitors. CellTiter-Glo ATP luminescence. AID 1486. inhibition, % at 5.6 µM. hit rate 1.1% among 220,000;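 active = inhibition above a per-campaign cutoff, the mean inhibition of all tested compounds plus 3 SD, cut at about 27% in these data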;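 note: 0% = DMSO wells and 100% = JAK Inhibitor I control wells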
# Wee1 stabilizer – blocks degradation of human Wee1 kinase; P30291; HeLa Luc-Wee1K328M stability, luciferase luminescence; 100% = proteasome inhibitor MG132 effect; reporter increase, % at 5 µM; hit rate 1.2% among 220,000;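 active = activation above the mean of all tested compounds plus 3 SD, set per screening run, cut at about 8.8% in these data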;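 note: cells exposed to compound for 20 h before luminescence read; 0% = DMSO alone and 100% = MG132 at 30 µM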
# S1P4 antag – antagonists of human S1P4 receptor. inhibition, % at 4.98 µM. S1P4-expressing cells, antagonist mode, reporter read-out. hit rate 0.26% among 220,000. O95977. AID 1510; in the data active = inhibition above about 29%;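 note: 0% = wells stimulated with agonist and 100% = vehicle wells without agonist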
# MDM2 E3 inh – Mdm2 E3 ligase (human) inhibition; Q00987; cell-based MDM2 ubiquitination luciferase reporter, 2 h; 0 = plate control, 100 = twice control, blank-subtracted; signal enhancement, % at 5 µM; hit rate 0.11% among 210,000; AID 1230;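 active = signal enhancement of 30% or more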;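 note: luminescence tracks abundance of the self-degrading MDM2-luciferase fusion protein; higher signal means inhibition of MDM2 E3 ligase activity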
#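 Assay system: stable mammalian line carrying autodegrading MDM2–luciferase fusion reporter; amount: 2000 cells seeded into each well; buffer or medium: DMEM; benchmarks: plate control and blank wells; signal: luciferase luminescence; timing: 2 h compound exposure at 37 °C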
# * = called active by the depositor; . = no result given; [ ] = another dose, or the depositor's remark.
item	SMILES	NPY-Y2 PAM-ag	MDM2 E3 inh	PERK inhibitor	eIF4E-4G inh	Wee1 stabilizer
1	COc1ccccc1N=NC1=C(O)CC(C)(C)CC1=O	3	-7	0.7	-1	-1
2	O=C(NCC1CCN(C(=O)c2ccc([N+](=O)[O-])cc2)CC1)C(=O)Nc1ccccc1	4	-14	0.1	-4	7
3	COc1ccc(CCNC(=O)CNC(=O)Cn2cnc3sc(C)c(C)c3c2=O)cc1OC	11	2	0.1	4	-1
4	O=S(=O)(Nc1ccc2c(c1)OCO2)c1cccs1	-5	-8	0.7	.	-3
5	COc1ccc(-c2n[nH]c3c2C(c2ccc(OC)c(OC)c2)N(c2ccccc2)C3=O)cc1 (centres undefined)	-16	11	-0.6	1	-2
6	O=[N+]([O-])c1ccc(C2=NN(c3ccccc3)C(c3ccco3)C2)cc1 (centres undefined)	8	-5	-0.2	2	-2
7	CC(C)CCN1CCN(Cc2ccc(C#CC(C)(C)O)s2)CC1CCO (centres undefined)	-13	-88	0.2	-2	11*
8	CCCn1c(SCC(=O)Nc2cc(S(=O)(=O)N3CCOCC3)ccc2OC)n[nH]c1=O	7	-2	-0.2	6	-2
9	CC(=O)c1cc(-c2ccccc2)n(CCC(=O)NC2CCCCC2)c1C	10	-4	0.4	1	-3
10	Cc1ccc2nc(NCc3ccc(F)cc3)c3nncn3c2c1	-10	-11	-1.0	0	-1

item	Ba/F3 V617F tox	S1P4 antag	BaF3 parental	S1P4 ag
1	-2	-3	1	0.5
2	-3	4	-3	2.1
3	3	16	4	-3.5
4	-1	-8	6	0.9
5	-7	-9	2	0.1
6	1	12	-1	-0.2
7	2	8	2	-1.2
8	-2	-25	0	0.1
9	0	-10	6	0.6
10	-1	9	-3	-0.4

# More compounds.
item	SMILES	NPY-Y2 PAM-ag	MDM2 E3 inh	PERK inhibitor	eIF4E-4G inh	Wee1 stabilizer
11	Cc1ccc(CN(N=Nc2nonc2N)c2nonc2N)c(C)c1	9	-10	1.1	5	-1
12	CCOc1ccc(CCNS(=O)(=O)c2cnc[nH]2)cc1OCC	5	-6	0.8	-3	2
13	NC(=O)CSc1oc(-c2cccs2)nc1S(=O)(=O)c1ccccc1	-6	-12	0.0	-2	-2
14	Oc1ccccc1-c1nc(N2CCN(Cc3ccccc3)CC2)c2ccccc2n1	5	-13	1.1	-33	0
15	CN(c1ccccc1)S(=O)(=O)c1cccc(NC(=O)CSc2n[nH]c(N)n2)c1	-19	-52	-0.7	-1	1
16	CCN(c1ccccc1)S(=O)(=O)c1ccc(C(=O)Nc2nnc(-c3ccco3)o2)cc1	4	-6	-0.5	-1	1
17	C=C(C)C1CC=C(C)/C(=N/NC(=O)c2ccc(NC(=O)CCC)cc2)C1 (centres undefined)	-6	-7	-0.6	0	-1
18	O=C(CSc1nc2[nH]ncc2c(=O)[nH]1)NCCc1ccccc1	-1	-4	1.8	0	1
19	Oc1ccccc1-c1cc(-c2ccccc2Cl)[nH]n1	6	-48	0.8	5	4
20	CN(C)CCCNC(NC(=O)/C=C/c1ccccc1)C(Cl)(Cl)Cl (centres undefined)	-26	-14	-0.1	3	-1

item	Ba/F3 V617F tox	S1P4 antag	BaF3 parental	S1P4 ag
11	-3	8	6	-5.1
12	-1	-20	6	0.1
13	-1	-13	2	-1.8
14	0	-1	6	1.3
15	4	-5	-4	-1.3
16	-3	-17	5	-0.7
17	2	0	3	-1.5
18	-2	-12	3	0.3
19	0	-15	6	-0.6
20	-2	-1	-2	0.2

# The list goes on:
item	SMILES	NPY-Y2 PAM-ag	MDM2 E3 inh	PERK inhibitor	eIF4E-4G inh	Wee1 stabilizer
21	COc1ccccc1C1C=C(c2ccc(Cl)cc2)Nc2nc(N3C(=O)CCC3=O)nn21 (centres undefined)	5	-2	0.3	-1	-2
22	O=C(NCCN1CCOCC1)N1c2ccccc2Sc2ccccc21	2	-16	0.9	1	1
23	CCc1cc(/C(Cc2ccccn2)=N\O)c(O)cc1O	23	-13	0.3	-1	2
24	Cc1cccc(Oc2sc(C(=O)c3ccccc3)c(N)c2C#N)c1C	2	-8	-0.4	-16	-1
25	CN1CCN(CC(=O)Nc2nc(-c3c[nH]c4ccccc34)cs2)CC1	5	-7	1.0	1	0
26	O=C(O)CCCC(=O)N1N=C(c2c(-c3ccccc3)c3cc(Cl)ccc3[nH]c2=O)CC1c1cccs1 (centres undefined)	0	-17	-0.1	1	3
27	CCn1c(=O)n(CC(=O)Nc2cccc(OC)c2)c(=O)c2ccccc21	7	10	-0.3	1[fluorescence artefact?]	7
28	C/C(=N\NC(=O)COc1ccc(C)cc1C(C)C)c1cc2ccccc2o1	4	-11	0.7	1	1
29	Cc1ccc(C)c(S(=O)(=O)Nc2ccc(O)c(C(=O)O)c2)c1	17	1	0.9	5	-1
30	S=C(NC12CC3CC(CC(C3)C1)C2)N1CCOCC1	-2	-1	0.8	-1	5

item	Ba/F3 V617F tox	S1P4 antag	BaF3 parental	S1P4 ag
21	4	11	1	0.9
22	-2	-23	5	0.8
23	1	1	4	1.1
24	0	4	1	0.5
25	1	3	5	1.2
26	0	-12	2	0.3
27	-2	-3	3	-0.3
28	-2	-11	1	-2.4
29	-2	-7	6	3.0
30	-3	-8	6	1.2

# (next part)
item	SMILES	NPY-Y2 PAM-ag	MDM2 E3 inh	PERK inhibitor	eIF4E-4G inh	Wee1 stabilizer
31	CCOc1ccc(NC(=O)N2CCCC2C(=O)NCC2CCCO2)cc1 (centres undefined)	1	1	0.2	-2	1
32	COc1ccc(-c2n[nH]c(=S)n2CC(C)C)cc1	14	-17	1.5	-3[fluorescence artefact?]	0
33	Fc1ccc(C2=Nc3cccc4cccc(c34)N2)cc1	-1	4	0.5	6	-2
34	CCCn1c(=N)n(CC(O)COc2ccc(C)cc2)c2ccccc21 (centres undefined)	-53	-7	-1.9	-1	1
35	Cc1ccc(N(C(=O)CCC(=O)Nc2cc(C)on2)C(C(=O)NC2CCCC2)c2cccs2)cc1 (centres undefined)	-14	-10	-0.8	-4	-2
36	COC(=O)C1Cc2c([nH]c3ccccc23)C(C)N1 (centres undefined)	26	-10	0.9	5[fluorescence artefact?]	2
37	O=S(=O)(c1cccc2cccnc12)N1CCN(Cc2ccc3c(c2)OCO3)CC1	-13	-19	-0.5	.	-1
38	CC(C)C(=O)NNS(=O)(=O)c1ccccc1[N+](=O)[O-]	3	-9	0.2	1[fluorescence artefact?]	0
39	COC(=O)CNC(c1ccccc1Cl)c1cc(Br)ccc1NS(=O)(=O)c1ccc(C)cc1 (centres undefined)	1	-5	0.8	0[fluorescence artefact?]	2
40	CCn1c(=NC(=O)CN2C(=O)CCC2=O)sc2c(OC)ccc(OC)c21	0	-10	0.8	-4	0

item	Ba/F3 V617F tox	S1P4 antag	BaF3 parental	S1P4 ag
31	-3	9	0	-1.3
32	0	7	3	2.7
33	-2	-9	1	-0.3
34	0	0	4	-1.1
35	-2	-2	3	-6.4
36	-2	-26	1	1.0
37	2	-3	7	0.1
38	2	-7	4	1.2
39	0	-4	3	-0.1
40	-1	-2	1	-0.2

# 9 compounds out of the list, sorted by length of the SMILES, descending:
item	SMILES	NPY-Y2 PAM-ag	MDM2 E3 inh	PERK inhibitor	eIF4E-4G inh	Wee1 stabilizer
35	Cc1ccc(N(C(=O)CCC(=O)Nc2cc(C)on2)C(C(=O)NC2CCCC2)c2cccs2)cc1 (centres undefined)	-14	-10	-0.8	-4	-2
16	CCN(c1ccccc1)S(=O)(=O)c1ccc(C(=O)Nc2nnc(-c3ccco3)o2)cc1	4	-6	-0.5	-1	1
3	COc1ccc(CCNC(=O)CNC(=O)Cn2cnc3sc(C)c(C)c3c2=O)cc1OC	11	2	0.1	4	-1
27	CCn1c(=O)n(CC(=O)Nc2cccc(OC)c2)c(=O)c2ccccc21	7	10	-0.3	1[fluorescence artefact?]	7
29	Cc1ccc(C)c(S(=O)(=O)Nc2ccc(O)c(C(=O)O)c2)c1	17	1	0.9	5	-1
7	CC(C)CCN1CCN(Cc2ccc(C#CC(C)(C)O)s2)CC1CCO (centres undefined)	-13	-88	0.2	-2	11*
31	CCOc1ccc(NC(=O)N2CCCC2C(=O)NCC2CCCO2)cc1 (centres undefined)	1	1	0.2	-2	1
36	COC(=O)C1Cc2c([nH]c3ccccc23)C(C)N1 (centres undefined)	26	-10	0.9	5[fluorescence artefact?]	2
32	COc1ccc(-c2n[nH]c(=S)n2CC(C)C)cc1	14	-17	1.5	-3[fluorescence artefact?]	0

item	Ba/F3 V617F tox	S1P4 antag	BaF3 parental	S1P4 ag
35	-2	-2	3	-6.4
16	-3	-17	5	-0.7
3	3	16	4	-3.5
27	-2	-3	3	-0.3
29	-2	-7	6	3.0
7	2	8	2	-1.2
31	-3	9	0	-1.3
36	-2	-26	1	1.0
32	0	7	3	2.7

# The results go on:
item	SMILES	NPY-Y2 PAM-ag	MDM2 E3 inh	PERK inhibitor	eIF4E-4G inh	Wee1 stabilizer
41	Cc1ccc(NC(=O)NN(C)c2c(Cl)c(Cl)nn2C)cc1	-2	-20	0.2	-1	5
42	COc1cc(-c2nnc(SCC(=O)Nc3ccc4c(c3)OCCO4)o2)cc(OC)c1OC	3	1	-0.2	3[fluorescence artefact?]	3
43	Cc1noc(C)c1C(=O)N1CCc2ccccc21	6	-8	1.5	-2	-1
44	COc1ccc(NC(=O)Nc2cccnc2)c(OC)c1	2	-17	0.9	2	0
45	CCCCC(=O)Nc1cccc(NC(=O)C(C)C)c1	1	-8	0.2	1	-1
46	CC1CCC2(CC1)SCC(=O)N2c1ccc(F)cc1 (centres undefined)	-4	-5	0.9	4	-4
47	O=C(N1CCCCC1)N1CCC(c2nc3ccccc3[nH]2)CC1	6	.	1.3	-3	-1
48	NC(=O)[C@@H]1CCCNc2c(I)cc([N+](=O)[O-])cc2C(=O)N[C@@H](CCC(=O)O)C(=O)N[C@@H](CO)C(=O)N1	8	.	0.7	3	-1
49	COc1cccc2cc(C(=O)Oc3ccc(NC(C)=O)cc3)c(=O)oc12	4	-2	0.0	0	0
50	O=C(O)CCCCCCNS(=O)(=O)c1ccccc1	1	5	0.8	-3[fluorescence artefact?]	0

item	Ba/F3 V617F tox	S1P4 antag	BaF3 parental	S1P4 ag
41	2	10	3	-0.3
42	-3	-3	0	-0.3
43	-1	-11	1	3.5
44	-1	-22	1	1.1
45	-3	-10	1	-2.2
46	-5	-21	2	1.9
47	0	9	-2	-0.1
48	-1	-1	8	0.8
49	-1	-11	-3	7.1
50	-4	-7	2	0.9

# Next compounds follow.
item	SMILES	NPY-Y2 PAM-ag	MDM2 E3 inh	PERK inhibitor	eIF4E-4G inh	Wee1 stabilizer
51	CCOc1cc(/C=N/NC(N)=O)ccc1OC(=O)c1ccc(C)cc1	7	-9	1.0	-4	-2
52	O=C(c1cnn(C(=O)c2ccccc2)c1)c1ccccc1O	0	-8	-1.0	1	3
53	CCCn1c(-c2cccnc2Cl)nc2cc(Cl)c(Cl)cc21	-3	2	-1.0	-2	-4
54	Nc1nc2n(n1)C(c1cccs1)CC(c1ccc(F)cc1)N2 (centres undefined)	8	6	1.4	4	-1
55	COC(=O)C(C(=O)OC)c1ccccc1[N+](=O)[O-]	17	-15	1.3	-8[fluorescence artefact?]	0
56	Cc1ccc(OS(=O)(=O)c2cn(C)c(=O)n(C)c2=O)cc1C	-3	8	1.2	-5	3

item	Ba/F3 V617F tox	S1P4 antag	BaF3 parental	S1P4 ag
51	-4	-3	2	-0.9
52	2	-21	5	0.7
53	-1	0	4	1.5
54	-3	-6	5	-2.8
55	-2	-3	2	1.2
56	1	-4	3	-0.3

# No enrichment for hits, and some 4.1% of all compounds hit somewhere here.
